Screening data from PubChem.
TDP1 cell CPT: qHTS for Inhibitors of human tyrosyl-DNA phosphodiesterase 1 (TDP1): qHTS in cells in presence of CPT; chicken DT40 Tdp1-/-;hTDP1 cells + 20 nM CPT, ATP luminescence, 48 h; Potency, µM (top dose mostly 46.2 µM), without a hit: at the top dose activity change, negative = growth inhibition, hits mostly inhibitors; 420,000 tested, 12% active; AID 686979, 2013; also: nearly all actives have a fitted effect of over 55% in size
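Cell growth measured by CellTiter-Glo luminescence after a minimum 48 h, 37 C compound exposure with 20 nM CPT in Tdp1-knockout DT40 cells stably expressing hTDP1, seeded 400/well; qHTS titration format.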
FEN1 inhibitor: qHTS Assay for the Inhibitors of Human Flap endonuclease 1 (FEN1); AID 588795, 2011; 390,000 tested, 0.35% active; P39748; Recombinant FEN1 flap cleavage, fluorescence, 15 min; Potency, µM (highest dose often 114 µM), inactives show at the top dose activity change, negative = inhibition, usual class: inhibitors; also: nearly all actives have a fitted effect of over 65% in size
Target sequence (P39748 whole entry, looked up): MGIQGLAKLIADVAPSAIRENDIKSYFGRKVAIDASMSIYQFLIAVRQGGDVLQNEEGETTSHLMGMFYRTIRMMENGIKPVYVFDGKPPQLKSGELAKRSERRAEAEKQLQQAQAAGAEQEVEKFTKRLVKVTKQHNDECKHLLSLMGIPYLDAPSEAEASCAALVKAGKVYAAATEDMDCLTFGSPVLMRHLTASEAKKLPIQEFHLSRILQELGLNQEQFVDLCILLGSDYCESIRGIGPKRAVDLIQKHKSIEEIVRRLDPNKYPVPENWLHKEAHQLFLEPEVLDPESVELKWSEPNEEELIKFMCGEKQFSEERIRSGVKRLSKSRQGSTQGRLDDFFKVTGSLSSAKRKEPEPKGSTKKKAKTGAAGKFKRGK
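Reaction started by adding substrate (50 nM final) to 10 nM enzyme after 15 min room-temperature compound preincubation. Reads at 0 and 15 min, with data normalized and fitted to a four-parameter Hill equation.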
N370S GC mod: qHTS Assay for Inhibitors and Activators of N370S glucocerebrosidase as a Potential Chaperone Treatment of Gaucher Disease. 330,000 tested, 0.092% active. Lysosomal acid glucosylceramidase (Homo sapiens), P04062. Potency, µM (top dose mostly 59.4 µM), for inactives: at the top dose activity change, negative = inhibition, actives largely listed as inhibitors. N370S GC spleen homogenate, 4MU-glucoside fluorescence;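 also: 0% = full enzyme activity and -100% = no enzyme basal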
Starred values were filed as active, the others as inactive; ? = inconclusive; · = not tested or not shown; & = joins results of further samples; [ ] = remark or other dose. Calls follow the shape of the dose curve; as a rule, active = well fitted curve in the direction sought with a large enough effect; inconclusive = small, poorly fitted or top-dose-only effect, or another doubt; inactive = no such curve, though single readings can be large; an effect the other way counts as inactive or inconclusive. Unless noted, % is scaled to controls: 0 for no effect and ±100 for the full control effect; potency is read from the fitted curve at half-maximal effect.

SMILES | TDP1 cell CPT | FEN1 inhibitor | N370S GC mod
CC1(C)CC2CC(C)(CN2CC(O)COc2ccccc2)C1 (configuration not stated) | 3% | -3% | 1%
COc1cccc(Oc2ccc(C(F)(F)F)cc2NC(=O)C2=COCCO2)c1 | -10% | -29% | 24%
COc1cc(C(=O)OCC(=O)NC2CCCCC2)cc2c1OCCO2 | -8% | 2% | ·
Cc1cc(=O)n2nc(N3CCCC(C(=O)NCCc4ccc(Cl)cc4)C3)sc2n1 (configuration not stated) | ? | -13% | -2%
Cc1cc(C)cc(OCC(=O)Nc2ccc3c(c2)C(=O)c2ccccc2C3=O)c1 | -2% | 1% | 3%
Cc1ccc(S(=O)(=O)N2CC3(C)CN(S(=O)(=O)c4ccc(C)cc4)CC(C)(C2)C3=O)cc1 | ? | 4% | 2%
CC(C)c1ccc(C2N3CC4([N+](=O)[O-])CN2CC([N+](=O)[O-])(C3)C4(C)C)cc1 (configuration not stated) | 8.2µM* | -1% | 1%
COc1ccc(C2(CNC(=O)CCC(=O)O)CCCC2)cc1OC | 10% | 2% | 21%
CC(C)(C)c1cccc(Oc2nn[nH]n2)c1 | -14% | 0% | 8%
Cc1csc(C)[n+]1CCC1CCCCC1 | ? | -13% | ·
O=C(CSc1c2c(nc3ccc(Cl)cc13)CCCC2)N1CCN(c2ccc(Cl)cc2)CC1 | 12µM* | 6% | ·
N#Cc1ccc(OCC(=O)NCCc2ccccn2)cc1 | -4% | -13% | 2%
O=C(C1CCCN(Cc2ccccc2)C1)N1CCCCC1 (configuration not stated) | 8% | -12% | 4%
CCn1c(SCC(=O)OC(C)C)nnc1-c1cccc(Cl)c1 | -28% | 3% | -1%
N#Cc1ccccc1COC(=O)CCC(=O)c1cccs1 | -15% | -3% | ·
c1ccc(OCCOCCSc2ncccn2)cc1 | -6% | -8% | 3%
COc1ccc(NC(=O)CC2SC(=NCC3CCCO3)NC2=O)c([N+](=O)[O-])c1 (configuration not stated) | -1% | -3% | 1%
Cc1cc(C)c[n+](-c2nc([O-])sc2C=O)c1 | -5% | 4% | -19%
CCOC(=O)c1cc(-c2ccccc2)nn1-c1ccccn1 | -15% | 38%[activator] | 9%
CCC(CO)Oc1cc(NCc2ccc(C(F)(F)F)cc2)c2ncn(C(C)C)c2c1 (configuration not stated) | ? | ? | ·
O=C(O)c1cc(-n2[nH]c(=O)c3ccccc3c2=O)ccc1Cl | -1% | 12% | -5%
O=C(NNC(=O)c1ccccc1-n1cccc1)c1ccc(Cl)c(Cl)c1 | ? | 3% | 3%
Cc1ccc(-c2cc(C(F)F)n3ncc(C(=O)Nc4ccc(S(=O)(=O)Nc5ccccc5C)cc4)c3n2)cc1 | -19% | -5% | 2%
COc1ccc2c(COC(=O)c3ccc(C)c(S(=O)(=O)N4CCOCC4)c3)cc(=O)oc2c1 | ? | -1% | ·
Cc1cc(C)n(-c2ccc(C(=O)N3CCC(CO)(Cc4ccccc4)CC3)cc2)n1 | 16µM* | -19% | 11%

Continuation:
SMILES | TDP1 cell CPT | FEN1 inhibitor | N370S GC mod
CCOC(=O)N1CCN(c2c(NCc3ccc(N(C)C)cc3)c(=O)c2=O)CC1 | -30% | 28% | 5%
COc1ccc(S(=O)(=O)NC(CC(=O)NCCc2ccc(OC)c(OC)c2)C(C)C)cc1 (configuration not stated) | -3% | 9% | -11%
COCCNC(=O)C(=O)Nc1ccc2c(c1)N(S(=O)(=O)c1cccs1)CCC2 | 1.8µM* | -11% | -4%
CC1(C)CC(=O)C2=C(C1)N(CC1CCCO1)C(=O)C2(O)C(F)(F)F (configuration not stated) | ? | -10% | 8%
COc1ccc(N(Cc2cccs2)C(=O)c2ccc(OCC(C)C)cc2)cc1 | ? | -2% | ·
Cc1ccccc1NC(=O)Cn1nnc(S(=O)(=O)c2ccc(C(C)(C)C)cc2)c1N | ? | -16% | 5%
CCSc1nc2c([nH]c3ccccc32)c(=O)n1-c1ccc(F)cc1 | 21µM* | 19% | ·
C[N+]1(C)CCC(OC(=O)C(O)(c2ccccc2)C2CCCC2)C1 (configuration not stated) | 0%&-5%&-1% | -14% | ·
NNC(=O)c1nc(-c2ccccc2)n2c1CCCCC2 | -2% | 1% | 27%
O=C(NC(=S)NCCN1CCOCC1)c1ccc(F)cc1 | -13% | 20% | -16%
ON(CCc1ccccn1)Cc1ccccc1 | -11% | 10% | ·
CN(C)c1ccc(/C=C2\SC(=O)N(CCc3nnc(N)s3)C2=O)cc1 | -8% | 2% | -6%
Clc1ccccc1-c1ccc2ncnc(N3CCNCC3)c2c1 | -6% | · | -14%
CCOC(=O)c1cc(-c2ccc(C)cc2)n(CCC(=O)Nc2ccc(C(C)C)cc2)c1C | 5.2µM* | -24% | ·
COc1ccc(NC(=O)CN(C)C(=O)c2ccc3c(c2)S(=O)(=O)N=C2CCCCCN23)cc1 | 1% | -3% | -15%
CCNC(=S)N(CCc1c(C)[nH]c2ccccc12)Cc1cc(OC)c(OC)c(OC)c1 | 16µM* | -22% | 11%
Cc1cccc(N(CC(=O)Nc2cccc(Cl)c2C)S(C)(=O)=O)c1C | ? | -15% | ·
NC(=O)CSc1nnc(COc2ccccc2)n1CCc1ccccc1 | -17% | -2% | 5%
O=C(NCc1cccnc1)C1CCN(Cc2cc3ccccc3n2Cc2ccccc2)CC1 | ? | -23% | ·
COc1cc2nc(N(CCCN(C)C)C(=O)c3ccc(S(=O)(=O)N(C)C4CCCCC4)cc3)sc2cc1OC | ? | -4% | ?
O=C(O)CCCC(=O)Nc1c(F)c(F)c(F)c(F)c1F | -4% | -8% | 7%
CC1CCN(C(=O)Cn2cc(SCc3cccc(F)c3)c3ccccc32)CC1 | ? | -20% | ·
COC(=O)c1cccc(NC(=O)CSc2nnc(COc3ccc(C#N)cc3)n2-c2ccccc2)c1 | -18% | -9% | 0%
O=C(NC(Nc1ncc(S(=O)(=O)c2ccc([N+](=O)[O-])cc2)s1)(C(F)(F)F)C(F)(F)F)c1ccc(Cl)cc1 | ? | -15% | 19%
Cc1ccc(C(=O)NCc2nc3ccccc3[nH]2)o1 | -1% | -2% | -10%

(next part)
SMILES | TDP1 cell CPT | FEN1 inhibitor | N370S GC mod
Cc1ccc(C)c(CN2CCC(n3nccc3NC(=O)C3CCCC3)CC2)c1 | 3% | 3% | 4%
Cc1cc(OCC(=O)OCC(=O)NCC2CCCO2)ccc1Cl (configuration not stated) | -2% | 24% | ·
CCNC1=C(Cl)C(=O)c2ccccc2C1=O | 18µM* | 13% | 19%
COc1cc(C)ccc1OCCSc1nc2ccc(NC(=O)c3ccc4c(c3)OCO4)cc2s1 | -27% | 11% | ·
O=C(Nc1sc2c(c1C(=O)O)CCCC2)c1ccc(Cl)cc1 | ? | 4% | 0%
Cn1cccc1C(=O)NC(=O)COC(=O)c1cc(S(=O)(=O)N2CCCCC2)ccc1Cl | ? | -2% | 1%
COc1ccc(S(=O)(=O)N2CCCOC2CNC(=O)C(=O)NCCCN2CCOCC2)cc1C (configuration not stated) | -7% | 2% | -4%
Cc1ccc(S(=O)(=O)N/N=C/c2cc(Br)c(C)o2)cc1 | 16µM* | 3% | -4%
CC1(C)CC(=O)c2cc(C(=O)Nc3cccc4ccccc34)c(=O)[nH]c2C1 | ? | ? | ·
Cc1ccc(S(=O)(=O)N2c3ccccc3NC(=O)CC2C)cc1 (configuration not stated) | 3% | 0% | 1%
CN(Cc1ccccc1)C(=O)CN1C(=O)c2ccccc2S1(=O)=O | 5% | -8% | 1%
CCCc1nn2c(=O)cc(COC(=O)c3ccccc3NC(=O)C3CCCCC3)nc2s1 | ? | -9% | ·
O=C(COc1ccccc1[N+](=O)[O-])NCc1cccnc1 | -16% | -10% | 1%
CCOc1ccc(NC(=O)c2ccc(N)cc2)cc1 | -3% | 9% | 1%
Cc1c(C(=O)O)cccc1-c1ccc(/C=N/Nc2ccc(Br)cc2)o1 | -4% | -1% | -7%
Cc1c(Cl)cnc(NC(=O)COC(=O)Cc2coc3ccc4ccccc4c23)c1Cl | 0% | -9% | -4%
C[C@H](NC(=O)c1ccccc1)C(=O)OCC(=O)c1c[nH]c2ccccc12 | -22% | -10% | ·
CCCN1C(=O)/C(=C/c2c(N3CCNC(=O)C3CC(=O)OCC)nc3c(C)cccn3c2=O)SC1=S (configuration not stated) | 18µM* | ? | 16%
Cc1ccccc1OCC(=O)N1CCN(C(=O)COc2ccccc2C)CC1 | -1% | 12% | 10%
O=C(CSc1ccc(-c2nc3ccccc3[nH]2)cn1)Nc1ccc(S(=O)(=O)NC2CC2)cc1 | 26µM* | 5% | -11%
CCOc1ccc(NC(=O)CCS(=O)(=O)c2ccc3c(c2)CCCN3C(C)=O)cc1 | -19% | -7% | 8%
O=C(Cn1cnc([N+](=O)[O-])c1)NCCc1ccccc1 | ? | 14% | 4%
Cc1ccc(C(=O)NCC(=O)Nc2ccccc2C(F)(F)F)cc1 | -29% | -3% | 3%
Cc1cc(Oc2ccccc2F)nc(NCc2ccccc2)n1 | ? | -6% | 15%
CCc1ccc(NC(=O)CSc2nnc(-c3cccs3)n2CC)cc1 | ? | 1% | 17%

Going on with the list:
SMILES | TDP1 cell CPT | FEN1 inhibitor | N370S GC mod
CCC(=O)N1CCc2cc(S(=O)(=O)NC(Cc3ccccc3)C(=O)Nc3ccc(C)cc3)ccc21 (configuration not stated) | 16µM* | 11% | ·
O=C(O)C(Cc1ccccc1)Nc1ccc([N+](=O)[O-])cc1[N+](=O)[O-] (configuration not stated) | -9% | -20% | 3%
CC1CCCN(C(=O)CSCC(=O)N=c2sc3ccccc3n2C)C1 (configuration not stated) | ? | -2% | ·
CCNC(=O)c1ccccc1-c1nc(-c2ccccc2Cl)no1 | ? | -1% | 5%
N#CCC(=O)NCCCOC(=O)Nc1ccc(Cl)c(Cl)c1 | ? | -5% | 5%
Cn1nnnc1SCc1cn2cccnc2n1 | -5% | 3% | 5%
CCN1CCN(c2cc(C)c3cc(NC(=S)N4CCN(c5ccccc5F)CC4)ccc3n2)CC1 | 7% | 4% | -16%
Cc1ccccc1-n1c(C)nnc1SCC(=O)N1CCc2ccccc2C1 | 0% | -4% | 10%
COc1ccc(-n2c(SCC(=O)O)nnc2-c2ccc(NC(=O)c3ccccc3)cc2)cc1 | 13% | -2% | 4%
Cc1ccc(C(=O)N/C(=C\c2ccc(-c3ccccc3[N+](=O)[O-])o2)C(=O)NCCCN2CCOCC2)cc1 | 21µM* | -19% | ?
Nc1nnnn1/N=C/c1ccc(Cl)cc1 | 11% | 6% | 1%
Cc1cc(C)nc(Nc2ccccc2F)n1 | 23% | 2% | -3%
CSc1ccc(/C=N\NC(=O)COc2ccc(Cl)cc2Br)cc1 | ? | 0% | 13%
CC(=O)NCCC(=O)N1CCCC(N2CCN(c3cccc(Cl)c3)CC2)C1 (configuration not stated) | -4% | -2% | -1%
COc1cccc(C(=O)O/N=C(\N)CS(=O)(=O)c2ccccc2)c1 | -26% | 4% | -7%
O=C(Nc1ccc(CN2CCCCC2)cc1)c1cccc(Br)c1 | ? | -15% | -4%
COc1cccc(NC(=O)C(=O)N/N=C(\C)CC(=O)Nc2ccc(NC(C)=O)cc2)c1 | 11% | -4% | -15%
Cc1ccc(NC(=O)CSc2nnc(-c3ccccn3)n2N)c(Br)c1 | -1% | 2% | 4%
COc1ccc(C(=O)NCCCN2CCOCC2)cc1Br | -1% | 17% | -12%
Cc1ccc(-c2c(C#N)c(N)nc3c2CCCC3)o1 | -14% | -15% | 10%
Oc1ccc2c(c1)OCC1c3cc4c(cc3OC21)OCO4 (configuration not stated) | 6% | · | 13%
COC(=O)c1c(C)cc(O)c(C=O)c1O | ? | ? | ·
C[C@@H]1COC(=O)[C@@H](Cc2ccc(F)cc2)C/C=C\C[C@@H](CC(=O)N(CCO)Cc2ccccc2)C(=O)N1 | ? | 2% | ·

Exported with each value named: 4 of the compounds above.
SMILES: Cc1ccccc1-n1c(C)nnc1SCC(=O)N1CCc2ccccc2C1
  TDP1 cell CPT: 0%; FEN1 inhibitor: -4%; N370S GC mod: 10%
SMILES: CSc1ccc(/C=N\NC(=O)COc2ccc(Cl)cc2Br)cc1
  TDP1 cell CPT: ?; FEN1 inhibitor: 0%; N370S GC mod: 13%
SMILES: COC(=O)c1c(C)cc(O)c(C=O)c1O
  TDP1 cell CPT: ?; FEN1 inhibitor: ?; N370S GC mod: ·
SMILES: CCNC(=O)c1ccccc1-c1nc(-c2ccccc2Cl)no1
  TDP1 cell CPT: ?; FEN1 inhibitor: -1%; N370S GC mod: 5%

4 structures already listed, arranged by count of non-hydrogen atoms, lowest first:
SMILES | TDP1 cell CPT | FEN1 inhibitor | N370S GC mod
Cc1cc(C)nc(Nc2ccccc2F)n1 | 23% | 2% | -3%
Cn1nnnc1SCc1cn2cccnc2n1 | -5% | 3% | 5%
N#CCC(=O)NCCCOC(=O)Nc1ccc(Cl)c(Cl)c1 | ? | -5% | 5%
O=C(Nc1ccc(CN2CCCCC2)cc1)c1cccc(Br)c1 | ? | -15% | -4%

Only part of the results is shown (hit frequency here may not be typical).
